Screens deposited in PubChem BioAssay by several laboratories.
phage Ecoli inh: growth loss of phage-infected E. coli, primary screen, RecBCD inhibitor project, absorbance, with phage, HTS; inhibition, % at 11.9 µM; AID 651602, 2012; 360,000 tested, 0.26% active; in the data active = inhibition above about 11%
PfHsp90 yeast 2: growth inhibition of PfHsp90-expressing yeast, primary screen, antimalarial PfHsp90 inhibitor project, S. cerevisiae, BacTiter-Glo luminescence, single point, set 2; AID 504621, 2011; inhibition, % at 9.4 µM; BacTiter-Glo ATP, 48 h; yeast lacking PDR1 and PDR3 efflux regulators; 310,000 tested, 0.32% active;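 active = every replicate shows inhibition above about 80%, whatever the replicate mean, limit read from the data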;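 note: 0% = DMSO neutral controls and 100% = 20 µM radicicol positive controls; yeast relying on Plasmodium falciparum Hsp90 in place of its own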
AddAB inh: growth inhibition of E. coli expressing H. pylori AddAB, primary screen, AddAB inhibitor project, absorbance. inhibition, % at 11.9 µM. 330,000 tested, 0.29% active. AID 435030, 2010; in the data active = inhibition above about 12%;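 note: 0% = vehicle wells of infected cells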
HTR5A inv ag: HTR5A inverse agonists in luminescence cell assay, primary screen, counter-screen for OPRM1-OPRD1 heterodimer inverse agonist project, full-deck HTS | AID 504634, 2011 | HTR5A cell line, inverse agonism | 5-hydroxytryptamine receptor 5A (Homo sapiens), P47898 | 340,000 tested, 0.083% active | inhibition, % at 9.3 µM; in the data active = inhibition mostly above about 23%, no sharp cut-off; inactive = mostly below about 18%;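 note: 0% = cells with DMSO and 100% = no-cell wells with DMSO; some compounds called inactive have numbers as strong as hits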
Target sequence (P47898 whole entry, looked up): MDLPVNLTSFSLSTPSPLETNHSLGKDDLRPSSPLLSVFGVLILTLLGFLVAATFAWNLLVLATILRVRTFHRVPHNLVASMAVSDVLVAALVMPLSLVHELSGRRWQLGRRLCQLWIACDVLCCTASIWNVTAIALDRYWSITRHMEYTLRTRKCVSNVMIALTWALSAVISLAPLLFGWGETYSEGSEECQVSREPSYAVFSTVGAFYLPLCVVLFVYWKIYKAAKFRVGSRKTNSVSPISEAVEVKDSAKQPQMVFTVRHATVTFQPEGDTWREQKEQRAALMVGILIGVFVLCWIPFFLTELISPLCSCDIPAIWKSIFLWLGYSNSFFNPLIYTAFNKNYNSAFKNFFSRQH
E coli growth: E. coli V3065 growth inhibition, primary screen, counter-screen for AddAB inhibitor project, absorbance, OD600. 18 h. inhibition, % at 11.9 µM. 330,000 tested, 0.27% active. AID 449728, 2010;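 active = inhibition above the campaign's mean inhibition across all tested compounds plus 3 SD, cut at about 9.9% in these data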;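 note: uninfected addAB+ strain grown without phage in ampicillin broth; 0% = DMSO wells and 100% = ciprofloxacin 0.95 µg/ml wells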
PKA-R1A activ: activators of PKA-R1A holoenzyme, primary screen, biochemical, fluorescence polarization, Cy5-IP20, bovine R1A, mouse PKAc. cAMP-dependent protein kinase type I-alpha regulatory subunit (Bos taurus) + …. PKA-R1A dissociation; scaled: DMSO 0%, 113 µM cGMP 100%. activation, % at 11.4 µM. 340,000 tested, 0.083% active;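 active = percent activation above the mean of all tested compounds plus 3 SD, cut at about 19% in these data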;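 note: higher means more PKAc released from R1A so a rise in polarization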
Mot1-301 SUMO: yeast Mot1-301 growth rescue at high temperature, primary screen, SUMOylation pathway inhibitor project, S. cerevisiae, ATP luminescence, 38.5C. S. cerevisiae Mot1-301 growth rescue; percent above DMSO median, 100 means doubled. growth rescue, % at 18.8 µM. AID 2716, 2010. 320,000 tested, 1% active;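 active = every valid replicate shows activation above 250% relative to neutral control wells; inactive = the rest, any valid replicate at or below 250%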;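 note: OY570 slx delta 5 strain wells were the positive control but not used for scaling; some compounds called inactive have numbers as strong as hits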
HTR5A ag ctr: HTR5A agonists in luminescence cell assay, primary screen, counter-screen for OPRM1-OPRD1 heterodimer agonist project, full-deck HTS; 5-hydroxytryptamine receptor 5A (Homo sapiens), P47898; cell-based; activation, % at 9.3 µM; 340,000 tested, 0.61% active; AID 504692, 2011; in the data active = activation mostly above about 9.5%, no sharp cut-off; inactive = mostly below about 7.6%;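 note: 0% = cells with vehicle only and 100% = reference agonist; strong numbers were not always called active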
MOR-DOR ag: agonists of OPRM1-OPRD1 heterodimerization, primary screen, cell-based, luminescence; AID 504326, 2011; cells; Mu-type opioid receptor (Homo sapiens) + Delta-type opioid receptor (Homo sapiens), …; 340,000 tested, 0.3% active; activation, % at 9.3 µM; in the data active = activation above about 18%;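 note: 0% = vehicle-treated cells and 100% = reference agonist; values of inactives mirror those of a sister screen read the other way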
OPRM1-OPRD1 inv: inverse agonists of MOR-DOR heterodimerization, primary screen, cell-based, luminescence; cell-based MOR-DOR heterodimer luminescence, inverse agonism; inhibition, % at 9.3 µM; 340,000 tested, 0.21% active; AID 504357, 2011; in the data active = inhibition above about 22%, passing the limit was not always enough;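 note: 0% = cells with DMSO and 100% = wells without cells with DMSO; values of inactives mirror those of a sister screen read the other way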
DSG3 Ab inh: inhibitors of pemphigus antibody binding to DSG3, primary screen, biochemical, bead-based, flow cytometry, scFv-GFP; binding (percent of control), % at 10 µM; DSG3-coupled beads, scFv-anti-DSG3-GFP binding; active compounds read low; Desmoglein-3 (Homo sapiens), P32926; AID 588358, 2011; 310,000 tested, 0.48% active;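 active = binding more than 3 SD below its plate's average and above zero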;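 note: hits lower antibody fragment binding to DSG3; some compounds called inactive have numbers as strong as hits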
The depositor's hits bear a star; / = no result given. Hits appear at their usual frequency (roughly 3.2% active in at least one column).

mol	phage Ecoli inh	PfHsp90 yeast 2	AddAB inh	HTR5A inv ag	E coli growth	PKA-R1A activ	Mot1-301 SUMO	HTR5A ag ctr	MOR-DOR ag	OPRM1-OPRD1 inv	DSG3 Ab inh
O=C(O)c1nnn(-c2cccc(C(F)(F)F)c2)c1-c1ccccc1	1.8	-13	0.8	-15	-0.3	-9	4	6	-3.7	18	/
CN(c1ccccc1C(=O)N1CCOCC1)S(C)(=O)=O	1.5	-2	3.4	-11	-0.5	-7	1	0	-2.0	9	/
COc1ccc(S(=O)(=O)Nc2ccc3c(c2)C(=O)N([C@H](C)CO)C[C@H](C)[C@@H](CN(C)C(=O)Nc2c(C)noc2C)O3)cc1	3.0	-17	-0.2	-7	-1.5	-11	-10	0	-2.8	16	102
COc1ccc(S(=O)(=O)N2CCN(CC(O)CN3CCOCC3)CC2)cc1 (stereo unspecified)	1.4	5	-0.1	-14	-0.9	-10	6	4	-3.1	16	101
CCOC(=O)Cc1csc(NC(=O)COc2ccc3ccccc3c2)n1	0.9	8	-4.8	-2	-3.1	-3	-5	-1	-1.9	11	/
Cc1ccccc1C(=O)N1CCCN(C(=O)c2ccccc2C)CC1	1.9	2	1.5	-12	-1.5	-9	8	2	-0.5	3	/
COc1ccc(NC(=O)CCCn2c(=O)c3sccc3n(Cc3ccccc3C)c2=O)cc1	2.5	/	3.1	-17	0.6	-7	7	2	-5.3	28	105
C/C(=N/NC(=O)c1cnccn1)c1cccs1	-1.1	15	5.1	24	1.2	10	2	0	0.9	-4	97
CCOc1cccc(C2/C(=C(\O)c3ccc4c(c3)OCCO4)C(=O)C(=O)N2Cc2ccncc2)c1 (stereo unspecified)	0.5	7	2.9	2	5.4	-16	7	1	-3.8	19	96
CCc1ccc(C(C(=O)NC2CCCC2)N(Cc2cccnc2)C(=O)c2csnn2)cc1 (stereo unspecified)	0.8	-26	0.3	-3	-1.1	3	144	0	-2.7	14	103
O=C(O)Cc1ccc2[nH]c3ccc(CC(=O)O)cc3c2c1	2.6	-8	-2.3	-10	0.8	-5	0	4	0.2	-1	106
CCc1cccc(NC(=O)COC(=O)c2cc(=O)c3ccccc3o2)c1	1.7	0	/	-7	/	-8	/	-2	-2.8	14	102
C=CCNc1nc(N)c([N+](=O)[O-])c(NCCO)n1	0.7	3	1.4	18	-1.1	-7	66	-1	-1.8	9	/
O=C(O)C(Cc1ccccc1)N1C(=O)CCC1=O (stereo unspecified)	0.2	-14	-0.6	16	0.9	2	11	-2	0.0	0	100
Cc1ccc(S(=O)(=O)Nc2ccc(C(=O)NCCCn3ccnc3)cc2)cc1[N+](=O)[O-]	1.5	-1	1.1	-16	0.7	-7	4	0	-5.3	20	101
COC(=O)c1ccccc1Sc1c(/C=N/OC(=O)c2ccccc2)c(C(F)(F)F)nn1C	0.7	18	-1.6	-2	2.3	-3	9	-5	-1.4	8	100
C#CCN(C)Cc1ccccc1	3.5	8	-4.3	3	-1.0	-2	57	-1	-1.3	7	101
CCC(C)NC(=O)c1cn(-c2cccc(OC)c2)c(=O)c2ccccc12 (stereo unspecified)	2.0	1	0.5	12	-0.8	-4	14	-3	-2.6	12	97
O=C(CN1CCN(Cc2ccccc2Cl)CC1)N/N=C/C=C/c1ccccc1[N+](=O)[O-]	1.0	15	5.1	-9	-0.4	-14	-3	3	-0.9	5	103
CC(=O)c1sc(NC(=O)COc2ccc(C)c(C)c2)nc1C	4.8	-4	2.4	6	-1.1	-1	61	-1	-1.6	8	107
Cc1ccccc1NS(=O)(=O)c1ccc(C(=O)NCC(c2ccco2)N(C)C)cc1 (stereo unspecified)	0.6	4	1.2	-3	-0.7	-1	7	1	1.8	-10	107
Cc1ccc(COc2ccsc2-c2n[nH]c(=S)n2C)cc1	3.4	13	1.1	-16	1.8	-5	-5	3	-3.6	16	99
Cc1cc2c(C)ccc(C)c2nc1SCC(=O)c1cccs1	3.5	-62	-1.6	-9	1.2	-3	591*	3	-2.0	10	/
CCOc1cc(C2C(C#N)=C(N)Oc3n[nH]c(-c4ccccc4)c32)ccc1O (stereo unspecified)	2.3	-7	-0.2	17	-0.1	-9	-9	2	-2.7	17	100
Cc1ccc(S(=O)(=O)N[C@H](C(=O)OCC(=O)NC(=O)Nc2ccc3c(c2)OCCO3)C(C)C)cc1	3.6	7	0.2	20	-2.6	8	-19	-6	1.4	-8	103
COc1cc2c(cc1OC)C(c1ccc3c(c1)OCO3)CC(=O)N2 (stereo unspecified)	/	-6	1.6	-20	0.6	6	-8	-1	-3.1	17	94
Nn1cnnc1SCC(=O)Nc1ccc(C2CCCCC2)cc1	0.3	/	0.9	15	0.4	-4	-2	-6	1.3	-8	98
COc1ccc(-c2cc(=O)oc3c(C)c(OC(C)C(C)=O)ccc23)cc1 (stereo unspecified)	4.0	-9	-1.7	-15	0.0	-2	-3	4	0.0	0	90
CC(C)(C)OC(=O)N/N=C/c1ccc(Br)cc1	4.3	12	2.5	-3	0.1	-1	-2	1	-0.8	4	85
COc1ccc(/C=C2\Sc3ccc(C(=O)NCCCN4CCCC4)cc3N(C)C2=O)cc1OC	-0.9	20	1.3	-1	0.0	-1	-4	1	0.1	0	/
Cc1ccc(Cc2nc(-c3ccccn3)no2)cc1	4.4	7	-1.3	-13	-0.9	2	-7	2	-2.9	17	91
CC(C)C[C@@H](CN)NC(=O)c1nc[nH]c1C(=O)N[C@@H](C)C(=O)CNC[C@H](C)NC(=O)c1nc[nH]c1C(=O)N[C@@H](C)C(=O)O	1.0	-5	/	-5	/	2	/	1	-2.8	13	95
C/C=C/c1ccc(OCCCNC(C)CC)c(OC)c1 (stereo unspecified)	-4.3	-8	-0.7	-9	-2.9	-7	186	0	-1.0	5	/
Cc1cc(N(C)N)nc(NC(=O)NS(=O)(=O)c2ccccc2Cl)n1	2.7	-3	-0.6	3	-3.0	3	-11	-1	-2.9	14	109
CCN(CC(=O)Nc1c(F)cccc1F)C(=O)c1cccc(S(=O)(=O)N2CCCc3ccccc32)c1	0.6	/	/	5	/	2	/	2	-2.5	10	101
COCCn1nnnc1C(C(C)C)N1CCOCC1 (stereo unspecified)	2.1	-11	2.6	7	1.7	-10	-14	3	-1.9	11	101
COCCC(=O)N1CCC(Oc2ccc(C(=O)N(C)C(C)c3ccon3)cc2)CC1 (stereo unspecified)	1.8	-26	1.7	-15	-3.5	-9	-1	2	0.1	0	/
COCCCn1cnnc1SCc1nc2sc(C(C)=O)c(C)c2c(=O)[nH]1	2.6	2	2.5	-29	0.3	-3	16	5	-0.8	4	96
CCOc1ccc(C(=O)N/N=C/c2ccc(SC)cc2)cc1	2.7	0	2.7	-9	1.3	-4	29	3	-2.6	12	91
CSCCC1NC(=O)N(CC(=O)Nc2cc(C)on2)C1=O (stereo unspecified)	1.4	-10	-1.4	12	-2.5	0	3	0	0.2	-1	105
COc1ccc(C(=O)OC2CCN(C)CC2)cc1	2.1	16	3.5	-16	1.4	-9	9	7	0.2	-1	112
Cn1cc(/C=C/C(=O)N2CCCC(C(=O)c3ccc(C(C)(C)C)cc3)C2)cn1 (stereo unspecified)	1.0	-6	5.7	14	3.7	1	-1	-5	-2.5	12	109
O=C(CSc1nnc(-c2cccnc2)n1-c1ccc(SC(F)F)cc1)N1CCCc2ccccc21	1.7	0	0.7	22	-2.3	-10	36	9	7.5	-51	108
CC(C(=O)Nc1ccc(S(=O)(=O)N2CCOCC2)cc1)N(c1ccccc1)S(C)(=O)=O (stereo unspecified)	0.6	0	2.2	12	-0.5	-3	-17	-5	-1.2	6	95
O=C(c1ccccc1Cl)N(C(=O)c1ccccc1Cl)c1nccc(-c2cccs2)n1	2.6	-31	0.8	-2	2.9	4	-24	2	-0.7	4	110
N#CC1(NC(=O)COC(=O)C2CCN(S(=O)(=O)c3ccc4c(c3)OCCO4)CC2)CCCCC1	1.5	-4	/	5	/	-6	/	-1	-3.8	20	102
CSCC[C@H](NC(=O)OCc1ccccc1)C(=O)O	2.0	4	-0.1	10	-3.2	-7	66	-3	-1.1	6	106
CCOc1ccc(N(CC(=O)N2CCCCCC2)S(=O)(=O)c2ccc(C)cc2)cc1	1.8	-4	5.9	-12	-0.2	-13	5	3	-1.9	11	/
Cc1ccc(CNC(=O)CCS(=O)(=O)c2ccc3c(c2)NC(=O)CS3)cc1	3.3	-11	1.9	9	-0.9	-2	5	1	-2.3	11	103
COC(=O)c1cc(NC(=O)c2ccoc2C)cc(C(=O)OC)c1	2.1	-17	3.9	9	1.0	2	7	1	0.0	0	102
CC(C)(C)c1ccc(OCC(=O)N(c2ccccn2)C2CCCCC2)cc1	2.2	-11	4.2	0	1.0	-5	15	0	13	-77	104
CC(C)CC(=O)Nc1ccnn1C1CCN(C(=O)c2ccccc2F)CC1	2.1	6	1.4	2	2.4	-4	-28	-1	-4.9	25	98
CN1CCCN(Cc2nc(-c3cccc(C(F)(F)F)c3)no2)CC1	4.1	/	0.8	16	-1.5	-9	-15	-1	-2.1	11	127
CCOc1cc(C(=S)N2CCN(C)CC2)ccc1OCC(=O)N1CCOCC1	1.1	/	-1.3	-5	-3.6	-6	-8	3	-2.9	16	81
Nc1nc2ccc([N+](=O)[O-])c(N)c2s1	2.8	3	3.5	-19	1.3	-10	/	-4	-1.3	7	/
COc1ccc(NC(=O)N(C)C[C@H]2Oc3c(NS(=O)(=O)c4ccc(F)cc4)cccc3C(=O)N([C@H](C)CO)C[C@@H]2C)cc1	2.5	-10	-2.4	-7	-2.4	-10	13	3	-2.7	15	102
COc1ccccc1CNC(=O)c1cc(C(=O)CC(C)C)c[nH]1	4.6	-5	1.8	-11	0.8	-2	-2	3	-2.0	10	97
C/C(=N\NC(=O)c1cccc(S(=O)(=O)N2CCOCC2)c1)c1ccc(OC(F)F)cc1	4.6	/	0.8	10	0.6	-16	1	3	-0.5	3	98
